TRPV1 ag: activates the human vanilloid receptor TRPV1; actives 0.19% (n = 320,000); TRPV1-expressing cells, Fluo-8 calcium influx, agonist mode; activation, % at 8.33 µM; in the data active = activation above about 80%; inconclusive = between about 30% and that limit; note: 0% is about no effect
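TRPV1-expressing cells were cultured overnight at 35.5C and loaded with Fluo-8 calcium dye for 40 to 90 min at room temperature. After a 10 s baseline, compound was added and calcium influx was read kinetically for 3 min (ex 480/em 520 nm).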
USP2a block: inhibitors of human ubiquitin-specific protease USP2a | O75604 | USP2 core, Ub-CHOP2 coupled fluorogenic reporter, 485/531 | Potency, µM (titrated, usually from 38.3 µM), inactives show top-dose activity change, negative = inhibition, most hits filed as inhibitors | actives 0.01% (n = 330,000) | AID 463254;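 note: potency is the fitted concentration of half-maximal effect; plate controls were DMSO wells for no effect and full inhibition by NEM control for full effect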
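USP2 core (10nM final) preincubated 30min RT with compound in 20mM Tris-HCl pH 8.0, 2mM CaCl2, 2mM beta-mercaptoethanol, 0.05% CHAPS; 25nM Ub-CHOP2 plus 25nM reporter substrate added, fluorescence (Ex485/Em531) read after 60min.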
Coupling enz: inhibits coupling enzyme system, counter-screen for aldolase hits. coupling enzyme system counterscreen, AmpLite Red fluorescence. activity change, negative = inhibition, % at 58.2 µM, hits read low. actives 0.67% (n = 290,000). AID 2472; in the data active = activity change below about -30%; note: % is set by controls: 0 for no effect and ±100 for the full control effect
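Fluorescence at 525 nm excitation and 598 nm emission measured inhibition of the coupled detection system without aldolase. Compounds (at 57.5 uM final) were preincubated 10 min at room temperature with coupling enzyme reagent before a 20 min substrate/AmpLite Red step.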
KCNH2 3.1 block: blocks the human KCNH2 3.1 channel isoform; U2OS KCNH2 3.1, thallium flux FluxOr; hits give low values; AID 720553; activity change, % (tested at about 1.8 µM); actives 0.95% (n = 340,000);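 active = maximum activity change below -70%; inconclusive = maximum activity change from -70% to -50%; inactive = maximum activity change above -50%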;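 note: thallium influx rate constant from kinetic fluorescence after stimulation buffer; % is set by controls: 0 for no effect and ±100 for the full control effect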
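Virally transduced U2OS (3.1 isoform, 4 h infection in dark at RT) → overnight 37 C → FluxOr + Red40 in HBSS/HEPES, 45 min → stimulation buffer, 2 min kinetic read → rate constant vs DMSO controls.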
MLL CXXC-DNA inh: MLL CXXC-DNA interaction inhibition; MLL-CXXC / FITC-HOXA9 DNA fluorescence polarization; actives 0.037% (n = 290,000); Potency, µM (top dose mostly 115 µM), without a hit: at the top dose activity change, negative = inhibition, usual class: inhibitors; Q03164; active = well fitted inhibition curve with a large enough effect in the polarisation, with a control signal flat, not every such curve was filed as active; inconclusive = small, poorly fitted or top-dose-only effect, or effect the other way, or a change in a side signal; inactive = no such curve, though single readings can be large or run the other way; the % refers to the polarisation; note: potency is the fitted concentration of half-maximal effect
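Fluorescence polarization: 7 uM MLL-CXXC (stock) preincubated 5 min with compounds, then 50 nM fluorescein-HOX-A9 DNA (stock) added; 30 min ambient. Buffer 50 mM Tris-HCl pH 7.5, 50 mM NaCl, 1 mM DTT, 0.05% BSA.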
Giardia killer: kills Giardia lamblia; activity change, % at 7.66 µM, hits read low; actives 0.15% (n = 340,000); AID 540267; Giardia lamblia trophozoite viability; in the data active = activity change below about -80%; inconclusive = between about -30% and that limit;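 note: parasites exposed to compound for two days anaerobically before the ATP read; % is set by controls: 0 for no effect and ±100 for the full control effect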
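Trophozoites 100 cells/well + cpd; 48 hrs, 37 deg C, anaerobic. ATPLite 1-Step added, 15-30 min RT, luminescence read (ATP-based viability).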
PKM2 activator: activators of human pyruvate kinase M2; Potency, µM (titrated, usually from 57.5 µM), without a hit: at the top dose activation, hits mostly activators; purified PKM2, Kinase-Glo ATP luminescence, activation; response scale: 0% is enzyme alone, no compound; actives 0.34% (n = 260,000); note: potency is the fitted concentration of half-maximal effect; % is set by controls: 0 for no effect and ±100 for the full control effect; nearly all actives have a fitted effect of over 55% in size
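Purified hPK-M2 (>95%) run at intermediate activity with 0.1 mM ADP and 0.5 mM PEP in 50 mM imidazole pH 7.2, KCl, MgCl2; 1 h room temperature. ATP formed read by Kinase-Glo luminescence; normalized to uninhibited and no-enzyme controls.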
Menin MLL FP TR: inhibitors of human menin-MLL interaction, mutant MLL peptide; Menin + Texas Red MLL mutant peptide, fluorescence polarization; Potency, µM (titrated, usually from 61.6 µM), for the others: at the top dose FP activity change, negative = inhibition, usual class: inhibitors; AID 1768; actives 0.23% (n = 270,000); active = well fitted inhibition curve with a large enough effect in the polarisation, with a control signal flat, not every such curve was filed as active; inconclusive = small, poorly fitted or top-dose-only effect, or effect the other way, or a change in a side signal; inactive = no such curve, though single readings can be large or run the other way; the % refers to the polarisation; note: potency is the fitted concentration of half-maximal effect; % of control where 0% means no effect; many of its hits are not listed in these tables
B2AR arrestin: beta2AR (human) beta-arrestin recruitment activity; P07550; beta-arrestin recruitment to beta2AR, cell-based reporter; Potency, µM (titrated, usually from 46.1 µM), for the others: top-dose activation, usual class: activators; actives 0.02% (n = 330,000);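 note: potency is the fitted concentration of half-maximal effect; 0% = DMSO controls and full agonism = EC100 isoproterenol or metaproterenol; nearly all actives have a fitted effect of over 65% in size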
hERG WT inh: KCNH2 (human, wildtype) channel inhibition; actives 0.37% (n = 340,000); activity change, % at 1.84 µM; Q12809; U2OS, BacMam KCNH2, thallium flux FluxOr; hits give low values; AID 720551;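 active = maximum activity change below -70%; inconclusive = maximum activity change between -70% and -50%; inactive = maximum activity change above -50%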; note: % is set by controls: 0 for no effect and ±100 for the full control effect
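U2OS cells transduced with wild-type KCNH2 virus are loaded with FluxOr dye for 45 min, and thallium flux is measured in kinetic reads before and after stimulation buffer. Rate constants are normalized to DMSO controls.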
GALK inhibitor: galactokinase (human) inhibition. P51570. Purified GALK, Kinase-Glo residual ATP luminescence. Potency, µM (top dose mostly 57.5 µM), for inactives: at the highest dose activity change, negative = inhibition, hits mostly inhibitors. actives 0.007% (n = 270,000); note: potency is the fitted concentration of half-maximal effect; % is set by controls: 0 for no effect and ±100 for the full control effect
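GALK at 5 nM final was combined with compound, 35 uM ATP and 100 uM galactose in HEPES pH8.0 with MgCl2 and DTT. The reaction ran one hour at room temperature before luminescent ATP detection.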
* = called active by the depositor; i = inactive; ? = inconclusive; · = not tested or not shown; [ ] = remark or other dose. Unless noted, calls come from the whole dose curve; as a rule, active = well fitted curve in the direction sought with a large enough effect; inconclusive = small, poorly fitted or top-dose-only effect, or another doubt; inactive = no such curve, though single readings can be large; an effect the other way counts as inactive or inconclusive. Not all compounds are listed; the hit share may differ from the screen's.

SMILES	TRPV1 ag	USP2a block	Coupling enz	KCNH2 3.1 block	MLL CXXC-DNA inh	Giardia killer	PKM2 activator	Menin MLL FP TR	B2AR arrestin	hERG WT inh	GALK inhibitor
CCN1CCN(C(c2cccs2)C(C)NS(=O)(=O)c2ccccc2)CC1 (stereo unspecified)	-1	2%	0	8	-7%	0	-3%	-2%	0.0%	2	-1%
Cc1csc(NC(=O)C2CCC(C)(C(=O)O)C2(C)C)n1 (stereo unspecified)	0	-1%	3	-2	8%	-9	0%	9%	-0.2%	-12	-1%
COCC(C)n1c(SCC(=O)Nc2oc(C)c3c(C)n[nH]c(=O)c23)nc2ccccc2c1=O (stereo unspecified)	0	1%	·	9	8%	-11	9%	·	-0.7%	-10	1%
Cc1cccc(-c2nc(CNC(=O)c3ccco3)cs2)c1	?	-1%	3	2	2%	-4	-7%	-13%	-0.1%	-2	7%
Cc1nn(C)cc1CNC(=O)COc1ccc(Cl)cc1Cl	?	4%	3	15	0%	-3	5%	7%	5.3%	-1	1%
COc1ccc(C(=O)N[C@H](C(=O)NCc2cccs2)C(C)C)cc1	4	1%	-4	-19	3%	-28	19%	2%	-0.1%	51	-1%
O=C(NCCCN1CCOCC1)c1cc(-c2cccc(Br)c2)nc2ccccc12	?	-4%	·	2	-2%	-10	0%	·	0.3%	18	-2%
COc1ccc(-c2ccnc(SCC(=O)c3ccc(Cl)cc3)n2)cc1	26	-7%	-2	-10	-2%	1	-1%	?	0.5%	4	0%
O=C(N/N=C/c1ccc(OC2CSC2)cc1)c1ccccc1	?	-4%	-1	1	-19%	3	1%	-29%	0.2%	8	3%
Cc1csc(/C(=N/OC(=O)c2ccco2)C(N)=O)n1	2	4%	2	9	102%[activator]	-5	-18%	·	-0.4%	-4	2%
Clc1nc(Oc2ccccc2)nc(-c2cn(-c3ccccc3)c3ccccc23)n1	12	2%	-6	12	0%	10	13%	·	-0.2%	10	-3%
Cc1ccc(C(=O)N[C@H](C(=O)Nc2cc(Cl)cc(Cl)c2)C(C)C)cc1	4	3%	-2	-1	2%	-5	-15%	-11%	2.4%	-1	0%
CCS(=O)(=O)c1ccc(C(=O)Nc2cccc(Cl)c2)c(Cl)c1Cl	17	3%	0	-8	-12%	-11	2%	?	-0.8%	-1	3%
CCc1ccc(Nc2nc(N3CCOCC3)nc(N3CCOCC3)n2)cc1	-3	1%	·	-22	8%	5	·	·	-0.1%	8	3%
CCOc1ccc(C(O)Cn2c(=N)n(CCN3CCCCC3)c3ccccc32)cc1 (stereo unspecified)	1	1%	3	-33	28%	-4	-3%	-11%	-0.3%	35	0%
CC(C)CC1c2[nH]c3ccccc3c2CCN1CCCn1cccn1 (stereo unspecified)	3	2%	1	-22	-4%	9	-1%	-20%	-0.7%	3	2%
CN(C)Cc1c(C(=O)N/N=C/c2cccs2)nnn1-c1nonc1N	-3	1%	0	1	-9%	4	-4%	-3%	2.9%	10	15%
O=C(NCC1CCCN1S(=O)(=O)c1cccs1)c1ccc([N+](=O)[O-])cc1 (stereo unspecified)	3	4%	·	-11	·	-12	·	·	0.2%	-8	·
Cc1cc(NC(=O)CSCc2ccccc2)no1	-1	0%	5	-12	6%	4	?	-7%	0.3%	15	2%
Fc1ccc(Nc2nc(-c3cccnc3)cs2)cc1	0	-2%	2	16	8%	-6	0%	?	-0.3%	3	1%
COCCN(CC(=O)NC1CCCCC1)C(=O)CSc1nc2ccccc2o1	3	2%	0	-3	0%	21	3%	0%	-0.2%	-11	-1%
Cc1ccsc1/C=N/NC(=O)Cc1cc(=O)[nH][nH]1	1	-1%	4	0	-10%	-5	0%	·	0.3%	3	-2%
CCCNc1c(NS(=O)(=O)c2ccc(Cl)s2)c(=O)oc2ccccc12	18	0%	-1	?	-7%	21	-1%[0.46 µM]	5%	-0.2%	-5	6%
CCS(=O)CC(=O)Nc1c(-c2ccccc2)oc2ccccc2c1=O (stereo unspecified)	5	-1%	3	-5	5%	-21	0%	·	-0.4%	-10	-2%
COc1ccc(/C=N/NC(=O)c2ccccc2O)cc1Cn1cc(Cl)cn1	0	-4%	8	1	-9%	3	2%	?	-0.9%	2	0%
O=c1c2c3c(sc2nc(N2CCNCC2)n1-c1cccc(Cl)c1)CCCCC3	-3	4%	1	·	11%	·	1%	·	2.7%	·	-1%
Cn1c(SCC(=O)Nc2sccc2C(N)=O)nc2ccccc2c1=O	·	1%	·	-7	·	3	·	·	-0.4%	-2	·
CC1CN(c2nc3ccccc3nc2C(C#N)C(=O)NC2CCCCC2)CC(C)O1 (stereo unspecified)	3	?	-1	·	?	·	8%	-7%	5.8%	·	1%
CC(C)OCCCN(C)C1CCN(S(=O)(=O)c2csc(C(N)=O)c2)CC1	1	2%	0	-15	2%	15	0%[0.46 µM]	6%	-0.2%	-2	-2%
Cc1cc(N2CCOCC2)ncc1[N+](=O)[O-]	-2	1%	0	10	-10%	-3	1%	-7%	0.3%	9	·
Cc1ccc(O)c(C2=Nc3ccccc3C2(C)C)c1	-2	-3%	-10	-2	11%	-11	0%	11%	0.0%	16	8%
CCc1ccc2[nH]c(=O)c(C3C(C#N)=C(N)Oc4c3ccc3cccnc43)cc2c1 (stereo unspecified)	1	-9%	-1	-10	-1%	40[activator]	9%	-14%	-0.1%	-6	0%
Cc1ccc2nc(-c3cccc(SC4CCCCC4)c3)c(NCc3ccccc3)n2c1	·	-1%	·	?	·	-1	·	·	-0.1%	13	·
COC(=O)C1CN(C(=O)COc2ccc(C)c(C)c2)c2ccccc2O1 (stereo unspecified)	18	3%	-5	9	19%	8	·	-1%	0.2%	2	·
CCCCN1CC(=O)N2[C@H](c3ccc(Cl)cc3)[C@@H]3C(=O)N(CC)C(=O)[C@@H]3[C@]2(C)C1=O	1	0%	1	-115*	-1%	12	0%	4%	0.3%	0	·
CCCCCC1C(=O)CCC1CC(=O)OC (stereo unspecified)	·	·	2	-6	·	-16	·	-5%	·	-9	·
CCOC(=O)N1CCN(c2c(NCC3CCN(Cc4cccc(C)c4)CC3)c(=O)c2=O)CC1	0	10%	-2	-12	2%	1	0%	-3%	-0.1%	-14	2%
CC1CCN(C(=O)C2CCCN(S(=O)(=O)c3ccc4c(c3)CC(C)N4C(=O)C3CC3)C2)CC1 (stereo unspecified)	?	-5%	2	-5	0%	33[activator]	3%	-20%	-0.8%	2	·
Cc1ccc(C)c(NS(=O)(=O)c2ccc(OCC(=O)NCC3CCCO3)cc2)c1 (stereo unspecified)	0	0%	0	15	16%	17	1%	-1%	0.3%	3	8%
Cc1ccc(-c2ccc(C(=O)NCCCNC(=O)c3cnccn3)o2)cc1Cl	24	1%	2	4	10%	16	·	-13%	0.0%	4	7%
O=c1oc2ccccc2c2c1C1O[C@](c3ccsc3)(Cc3c1ccc1ccccc31)O2	i	?	-1	·	2%[23 µM]	·	8%[11.5 µM]	?	-0.3%[9.22 µM]	·	·
CC(Oc1ccc(Cl)cc1Cl)C(=O)Nc1ncccn1 (stereo unspecified)	·	4%	2	12	-2%	5	4%	10%[11.7 µM]	0.0%	-19	0%
COc1ccc(-c2cc(C(=O)N3CCc4ccccc4C3)no2)cc1	30	0%	-2	-11	7%	-13	-8%	9%	0.1%	1	0%
CCOc1ccccc1NC(=O)COc1coc(CN2CCc3ccccc32)cc1=O	-4	-6%	·	-5	·	13	·	·	0.1%	-4	·
Cc1ccccc1SCc1noc(C(=O)NC(C)C)c1C(=O)O	3	2%	-11	11	-6%	7	-15%	-4%	-0.1%	-3	-1%
O=C(CSc1ccccc1C(=O)N1CCN(c2ccc([N+](=O)[O-])cc2)CC1)N1CCCC1	·	-2%	·	?	·	-23	·	·	-1.2%	?	·
CCc1noc(N)c1C(=O)Nc1ccc(F)c(Cl)c1	7	1%	0	7	-11%	17	-2%	-3%	0.1%	-7	3%
Cc1cc(OCC(=O)Nc2ccncc2)ccc1Cl	?	0%	1	2	-12%	-3	1%[11.5 µM]	0%	-0.7%	2	7%
COc1ccccc1N1CCN(C(=O)c2cc(-c3ccc(F)cc3)on2)CC1	2	-1%	0	-11	1%	-2	-6%	-1%	-0.4%	-4	-4%
Cc1occc1C(=O)N1CCCC(N2CCN(c3cccc(Cl)c3)CC2)C1 (stereo unspecified)	2	1%	·	6	0%	-6	-4%	·	-0.6%	12	7%
Cc1ccc2nc(-c3ccncc3)cc(C(=O)N3CCOCC3)c2c1	-3	2%	·	5	23%	9	-1%	·	-0.7%	-3	-1%
COc1ccc(-n2nnnc2Sc2ccc(S(=O)(=O)N3CCOCC3)cn2)cc1	2	-2%	1	0	-3%	8	-1%	-1%	-1.2%	-1	0%

Source: PubChem BioAssay
